# PGC1a acetyl inh – lowers PGC1a acetylation signal in U2OS cells | AlphaScreen anti-acetyl-lysine; with virally co-expressed GCN5 acetyltransferase | inhibition, % at 15.6 µM | 350,000 compounds, 0.17% hits;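 active means every replicate shows inhibition of at least 40%; inconclusive means mean inhibition at least 40% but some replicate below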;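 further: 0% = neutral control wells and 100% = positive control wells; some results beyond the cut were filed as inactive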
# FN deposit inh – fibronectin deposition inhibition | AH1F fibroblasts, Alexa488-fibronectin deposition fluorescence, overnight | inhibition, % at 12.6 µM | 350,000 compounds, 0.086% hits | AID 743247;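 active means mean inhibition across replicates of 30% or more, regardless of how many single replicates reach that level; inconclusive means mean under 30% yet at least half of replicates reach 30%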;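 further: positive control wells lacked labelled fibronectin entirely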
#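 Test system: AH1F fibroblast monolayer depositing Alexa488-labelled fibronectin into matrix. Input: 10000 cells per well. Technique: fluorescence, ex 485 nm, em 525 nm. Buffer or medium: DMEM plus 2% serum, read in PBS. Timing: 1 h cell adhesion before compound, then overnight fibronectin incubation. Compound: single dose, pinned. Read-out basis: inhibition from reduced deposited-fibronectin fluorescence.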
# EWS-Fli inh – blocks EWS/Fli oncoprotein-driven transcription; A673 NR0B1-luciferase reporter, viability-normalised; inhibition, % at 12.6 µM; 350,000 compounds, 0.67% hits; AID 651661;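 active means mean inhibition of at least 50% after viability correction, with every replicate also passing that limit; inconclusive means mean reaches 50% but only one of two replicates passes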;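 further: firefly luciferase signal divided by Alamar Blue viability fluorescence both relative to DMSO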
# miR122 inh – miR-122 inhibition in Huh7 cells; AID 602342; 340,000 compounds, 0.3% hits; activation (reporter increase), % at 12.5 µM; Huh7 miR-122 Renilla luciferase sensor, 48 h; neutral wells = 0, positive control = 100;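 active means mean replicate activation score at least 90 and every replicate individually at or above 90; inconclusive means only one of the two criteria met; inactive means neither criterion met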;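 further: higher luciferase means less miR-122 activity so hits act as miR-122 inhibitors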
# Cneo AK release – causes C. neoformans cell lysis; adenylate kinase release luminescence, 4 h; normalised: neutral wells 0, clomiphene wells 100; AID 651654; lysis activity, % at 15 µM; 360,000 compounds, 0.2% hits;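 active means mean lysis activity across replicates of at least 80%, whatever share of replicates individually reach that level; inactive means mean lysis activity below 80%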
#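 Material – Cryptococcus neoformans yeast cells · Quantity – 5 × 10^6 yeast cells/mL · Buffer or medium – YPD medium · Compound – single dose · Timing – 4 h static compound exposure, 37 °C, read 1 h post-reagent · Signal – adenylate kinase release luminescence · Read-out basis – lysis from increased AK signal · Benchmarks – Clomiphene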
# PAX8 inh HTS – lowers PAX8-driven luciferase in RMG-I cells; inhibition, % at 12.6 µM; 360,000 compounds, 1.2% hits; RMG-I TPO-luciferase reporter, SteadyGlo, 24 h;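 active means mean replicate inhibition at least 60% with every replicate also reaching 60%; inconclusive means only one of the two criteria is met; inactive means mean below 60% and not all replicates reaching 60%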;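 further: luciferase light reporting Pax8 driven TPO promoter activity; plate controls were median of neutral control wells for no effect and mitoxantrone controls for full effect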
# Casp6 inh – caspase-6 (human) enzyme inhibition; purified caspase-6, Z-VEID-R110 cleavage fluorescence; inhibition, % at 12.5 µM; 350,000 compounds, 0.53% hits; AID 686996;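 active means mean inhibition across replicates at least about 35%, with every replicate also reaching that limit, limit read from the data; inconclusive means only one of the two criteria met; inactive means neither criterion met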;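 further: 0% = median of neutral control wells and 100% = no fluorescence left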
# Target sequence (P55212 24-179 limits assumed): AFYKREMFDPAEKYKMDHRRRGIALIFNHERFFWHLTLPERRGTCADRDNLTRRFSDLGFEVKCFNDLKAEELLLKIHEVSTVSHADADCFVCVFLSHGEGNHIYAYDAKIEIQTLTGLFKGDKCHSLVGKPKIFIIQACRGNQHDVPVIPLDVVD
# Target sequence (P55212 194-293 limits assumed): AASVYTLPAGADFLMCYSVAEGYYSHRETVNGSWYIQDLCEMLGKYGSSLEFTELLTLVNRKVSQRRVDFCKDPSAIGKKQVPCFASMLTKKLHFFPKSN
# LGR2 antag – blocks bursicon-induced cAMP signaling via Drosophila LGR2. HEK293 LGR2, CRE-luciferase, bursicon-stimulated, 4 h. 380,000 compounds, 0.35% hits. inhibition, % at 9.99 µM;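 active means drop in luminescence signal, shown as inhibition above about 50% in the replicate tests, limit read from the data, passing the limit was not always enough; inconclusive means probably only some replicates passing the limit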;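 further: agonist challenge used bursicon conditioned medium at about half maximal strength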
# Starred values were filed as active, the others as inactive; ? = inconclusive; nt = no result given; [ ] = remark or other dose.
[1] CC1(c2nnnn2Cc2ccccc2)CCC(=O)N1Cc1ccco1 (configuration not stated)
[2] Cc1cc2oc(C(=O)NCC(c3ccco3)N3CCCC3)c(C)c2cc1C (configuration not stated)
[3] O=C(NCc1ccccc1)C1CCN(S(=O)(=O)N2CCOCC2)CC1
[4] CCCNC(=O)[C@H]1[C@H](CO)[C@H]2Cn3c(ccc(-c4ccncc4)c3=O)[C@@H]1N2C(=O)CC1CC1
[5] Cc1cc(C(=O)N/N=C/c2ccc([N+](=O)[O-])cc2)c2ccccc2n1
[6] CC(=O)Nc1ccc(OC(=O)N2CCCC2)cc1
[7] Cc1c(C)c2ccc(OCC(=O)Nc3nccs3)cc2oc1=O
[8] CCC(C(=O)NCc1ccco1)N(C(=O)CNS(=O)(=O)c1ccccc1)c1ccc(F)cc1 (configuration not stated)

Compound	1	2	3	4	5	6	7	8
PGC1a acetyl inh	nt	nt	-17	1	5	nt	6	15
FN deposit inh	5	-11	-10	nt	4	-3	1	-2
EWS-Fli inh	-7	-15	nt	4	51*	1	nt	-1
miR122 inh	nt	2	-2	3[16.7 µM]	-3	nt	1	0
Cneo AK release	nt	-1	5	0	-4	-1	-12	1
PAX8 inh HTS	-9	13	nt	-3	21	-10	-97	9
Casp6 inh	1	-1	nt	0	-5	-3	1	3
LGR2 antag	12	7	-4	9	15	-9	56*	8

[9] Cn1nc(C(C)(C)C)cc1C(=O)NNC(=O)c1cccc(Cl)c1
[10] COc1ccc(C(=O)NCCN2CCN(C(=O)c3ccc(OC)c(OC)c3)CC2)cc1OC
[11] COc1ccccc1Cn1c(=O)c2ccccc2n2c(Sc3ncnc4sccc34)nnc12
[12] CC(=O)Nc1ccc(S(=O)(=O)N2CCN=C2c2ccccc2)cc1
[13] COc1ccc(CN(C)C(C)C(=O)Nc2ccc(S(=O)(=O)N3CCCCC3)cc2)c(OC)c1 (configuration not stated)
[14] O=C(NCC1CCCO1)c1cn(-c2ccccc2)nc1-c1ccc(F)cc1 (configuration not stated)
[15] O=C(Cn1ccc2ccccc2c1=O)NCCC(=O)N1CCN(C2CCCCC2)CC1
[16] CCOc1nc2cnccc2n(CC(=O)Nc2c(C)cccc2CC)c1=O

Compound	9	10	11	12	13	14	15	16
PGC1a acetyl inh	6	nt	16	nt	23	nt	4	3
FN deposit inh	-7	9	1	nt	-2	-8	-12	2
EWS-Fli inh	4	3	nt	nt	11	2	nt	0
miR122 inh	1	-4	-15	nt	nt	11	-14	-1
Cneo AK release	-6	0	0	-2	4	-1	-1	-2
PAX8 inh HTS	-5	-1	19	0	nt	-5	nt	-13
Casp6 inh	2	0	nt	-2	-2	4	nt	-2
LGR2 antag	-4	9	nt	-2	-7	11	nt	5

[17] COc1ccc(NC(=O)Nc2ccc3c(c2)C(=O)N([C@@H](C)CO)C[C@@H](C)[C@@H](CN(C)C(=O)C2CCCCC2)OCCCC[C@@H](C)O3)cc1
[18] O=C(CN1CCOCC1)N[C@@H]1CC[C@H](CCn2cc(C3CC3)nn2)O[C@H]1CO
[19] C[C@@H]1CN([C@H](C)CO)C(=O)c2cc(N(C)C)ccc2O[C@H]1CN(C)S(C)(=O)=O
[20] COc1cc(NC(=O)NC2Cc3ccccc3C2)cc(OC)c1
[21] O=C(CC1CC1)Nc1ccc2c(c1)[C@H]1C[C@H](CC(=O)N3CCCCC3)O[C@H](CO)[C@H]1O2
[22] O=C(NC1CC2CCCC(C1)N2C(=S)Nc1ccc(Cl)cc1)C1CC1 (configuration not stated)
[23] COC(=O)N/N=C/c1cn(Cc2ccc(Cl)cc2Cl)c2ccccc12
[24] COc1ccccc1CN1CC(C(=O)NCc2cc(F)cc(C(F)(F)F)c2)CCC1=O (configuration not stated)

Compound	17	18	19	20	21	22	23	24
PGC1a acetyl inh	-5	-1	7	nt	-1	34	-2	-5
FN deposit inh	nt	nt	12	0	5	-5	1	-10
EWS-Fli inh	1	-1	2	-36	-5	-2	-2	nt
miR122 inh	-14[16.7 µM]	nt	-4[16.7 µM]	nt	2[16.7 µM]	3	-1	-2
Cneo AK release	5	-5	-13	-2	5	0	-3	0
PAX8 inh HTS	13	-4	-2	-15	-6	-9	23	5
Casp6 inh	-3	1	-1	1	-1	0	0	1
LGR2 antag	22	0	9	-64	-11	26	10	-8

[25] CC1(C)C(=O)Nc2ccccc2N1C(=O)COC(=O)CNS(=O)(=O)c1ccc(F)c(F)c1F
[26] CC(C)NC(=O)Nc1ccc2c(c1)CC(=O)N([C@@H](C)CO)C[C@H](C)[C@@H](CN(C)Cc1ccncc1)O2
[27] C[C@@H]1CN([C@@H](C)CO)C(=O)c2cc(NS(=O)(=O)c3ccccc3)ccc2O[C@H]1CN(C)C
[28] Cc1nc([N+](=O)[O-])cn1CC(Cl)Cn1cc([N+](=O)[O-])nc1C
[29] O=C(NC1CCCCC1)C(c1ccnc2ccccc12)n1c(=O)c(-c2ccco2)nc2ccccc21 (configuration not stated)
[30] COc1ccc(NC(=O)Nc2ccc3c(c2)CC(=O)N([C@@H](C)CO)C[C@@H](C)[C@@H](CN(C)C(=O)Nc2ccc(C(F)(F)F)cc2)O3)cc1
[31] CN(/C=C/C(=C\C=[N+](C)c1ccccc1)OCCCS(=O)(=O)[O-])c1ccccc1
[32] O=C(c1ccccc1F)N1CC(=O)N2[C@H](C1)[C@@H](c1ccc(C#Cc3ccc(F)cc3)cc1)[C@@H]2CO

Compound	25	26	27	28	29	30	31	32
PGC1a acetyl inh	6	-2	-1	nt	nt	2	-2	5
FN deposit inh	-4	-1	-10	-9	-6	nt	-3	nt
EWS-Fli inh	9	1	nt	-8	5	-2	-6	2
miR122 inh	8	2[16.7 µM]	3[16.7 µM]	nt	nt	-4[16.7 µM]	-5	nt
Cneo AK release	-1	2	5	nt	nt	3	-1	nt
PAX8 inh HTS	7	-18	0	4	31	0	10	40
Casp6 inh	5	4	-3	-3	4	nt	19	-2
LGR2 antag	1	-11	1	-8	-26	-21	-13	7

[33] O=C(NCc1ccc(F)cc1)N1CCc2ccccc2C1
[34] CCCCN1C(=O)C(=O)N(CC(=O)Nc2sc(CC)cc2C(=O)OCC)C1=O
[35] [O-][n+]1onc2c1CCC1N(O)C(c3ccccc3)CC21O (configuration not stated)
[36] COc1ccc(S(=O)(=O)N(C)C[C@H]2Oc3ccc(NS(=O)(=O)c4cn(C)cn4)cc3CC(=O)N([C@H](C)CO)C[C@H]2C)cc1
[37] CC1(C(=O)NS(=O)(=O)Cc2cccc(Cl)c2)CCN1C(=O)Cc1cccs1 (configuration not stated)
[38] CC1CCN(CC(=O)Nc2ccccc2-c2ccccc2)CC1
[39] CCC(=O)N1C[C@@H](O)COC[C@H]2O[C@@H](CC(=O)NCC3CCCCC3)CC[C@@H]21
[40] CS(=O)(=O)Nc1ccc2c(c1)[C@H]1C[C@@H](CC(=O)N3CCCCC3)O[C@H](CO)[C@H]1O2

Compound	33	34	35	36	37	38	39	40
PGC1a acetyl inh	4	-13	12	-1	-4	-16	-3	4
FN deposit inh	3	-12	-1	nt	13	nt	-1	4
EWS-Fli inh	-31	-2	nt	-7	-4	15	-2	-2
miR122 inh	-3	-4	-5	-5[16.7 µM]	-7	nt	0[16.7 µM]	-1[16.7 µM]
Cneo AK release	1	-1	0	-2	0	-1	-3	0
PAX8 inh HTS	-42	0	nt	-37	-11	nt	-29	3
Casp6 inh	0	1	nt	-1	6	6	4	nt
LGR2 antag	8	-5	nt	1	0	8	3	8

# Ordered by SMILES length (lowest first): some entries from above
[33] O=C(NCc1ccc(F)cc1)N1CCc2ccccc2C1
[38] CC1CCN(CC(=O)Nc2ccccc2-c2ccccc2)CC1
[34] CCCCN1C(=O)C(=O)N(CC(=O)Nc2sc(CC)cc2C(=O)OCC)C1=O
[37] CC1(C(=O)NS(=O)(=O)Cc2cccc(Cl)c2)CCN1C(=O)Cc1cccs1 (configuration not stated)
[39] CCC(=O)N1C[C@@H](O)COC[C@H]2O[C@@H](CC(=O)NCC3CCCCC3)CC[C@@H]21

Compound	33	38	34	37	39
PGC1a acetyl inh	4	-16	-13	-4	-3
FN deposit inh	3	nt	-12	13	-1
EWS-Fli inh	-31	15	-2	-4	-2
miR122 inh	-3	nt	-4	-7	0[16.7 µM]
Cneo AK release	1	-1	-1	0	-3
PAX8 inh HTS	-42	nt	0	-11	-29
Casp6 inh	0	6	1	6	4
LGR2 antag	8	8	-5	0	3

# The list goes on:
[41] N#C[C@@H]1[C@@H](c2ccccc2C2=CCCCC2)[C@H](CO)N1C(=O)Cc1ccncc1
[42] O=C(N/N=C/c1ccccc1F)c1csc2c1CCCC2
[43] COc1cc(CCNC2=CC(=O)c3ncccc3C2=O)ccc1O
[44] CN(C)C(CNC(=O)c1ccc2nccnc2c1)c1ccco1 (configuration not stated)
[45] Cc1ccccc1CN(C)C(C)C(=O)Nc1ccccc1F (configuration not stated)
[46] NS(=O)(=O)c1ccc(CCNC(=O)COC(=O)/C=C/c2ccccc2Cl)cc1
[47] Cc1nc2ccc(-n3ccc(=O)cc3)cc2s1
[48] O=C(OCc1cn([C@H]2C[C@H](c3ccccc3)N(C(=O)c3cccs3)C[C@@H]2O)nn1)c1ccccc1

Compound	41	42	43	44	45	46	47	48
PGC1a acetyl inh	-2	1	6	7	nt	9	-1	-14
FN deposit inh	-21	nt	-4	-3	-1	-3	nt	13
EWS-Fli inh	5	nt	-2	-23	-8	4	5	-17
miR122 inh	nt	-7	1	nt	nt	-5	2	1
Cneo AK release	nt	-2	nt	-2	nt	nt	1	0
PAX8 inh HTS	nt	nt	?	nt	-12	12	nt	4
Casp6 inh	2	1	91*	0	-2	0	2	0
LGR2 antag	-15	-8	1	-6	10	11	1	4

[49] Cc1ccc(NC(=O)CSCC(=O)NCCc2ccccc2)c(C)c1
[50] COc1ccc(NC(=O)CN(C)C(=O)c2cc3c(cc2Cl)N2CCCCCC2=NS3(=O)=O)cc1
[51] Cc1ccc2nc(NC(=O)c3ccc4c(c3)OCO4)sc2c1
[52] Cn1cc(CN2CCC(n3nccc3NC(=O)CCOc3ccccc3)CC2)cn1
[53] Cc1ccccc1C(=O)N1CCC(C(=O)NC2CCCC2)CC1
[54] Cc1ccc2c(c1)N(C(=O)CCC(=O)NCc1cccc(Cl)c1)CC(C)O2 (configuration not stated)
[55] C[C@@H]1CN([C@H](C)CO)S(=O)(=O)c2ccc(-c3ccccc3F)cc2O[C@H]1CN(C)S(C)(=O)=O
[56] O=C(NCc1cccnc1)c1cc(Sc2ccccc2Cl)nc2ccccc12

Compound	49	50	51	52	53	54	55	56
PGC1a acetyl inh	-2	nt	-4	8	nt	-5	-7	nt
FN deposit inh	5	-5	nt	-7	4	1	-1	9
EWS-Fli inh	3	1	-37	nt	11	0	2	nt
miR122 inh	0	nt	7	0	nt	-2	7[16.7 µM]	3
Cneo AK release	19	nt	-2	6	-3	-4	-6	-2
PAX8 inh HTS	13	-7	nt	-2	-6	6	nt	nt
Casp6 inh	-3	-2	-2	-33	-2	1	14	nt
LGR2 antag	2	-18	-41	4	17	-3	14	9

# Source: PubChem BioAssay (Broad Institute)
